Source: PubChem BioAssay (several laboratories)
E-sel TNF inh = TNF alpha driven E-selectin expression inhibition; inhibition, % at 2 µM; AID 1246; 120,000 compounds, 0.71% hits; HUVEC TNFa-induced E-selectin immunofluorescence, high content;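 active means inhibition above the batch mean plus 3 SD, and confirmed as a hit on visual image review, cut at about 43% in these data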;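 further: 0% = TNF-stimulated DMSO wells and 100% = unstimulated control wells; not every result past the cut was called active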
GALR2 antag = antagonists of human galanin receptor 2 (GALR2). GALR2-expressing cells, antagonist mode. inhibition, % at 4 µM. 140,000 compounds, 0.39% hits; in the data active means inhibition above about 27%;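 further: cells stimulated with galanin 1-16 at roughly its EC80; 0% = agonist challenge control and 100% = basal control without agonist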
Target sequence (O43603 whole entry, looked up): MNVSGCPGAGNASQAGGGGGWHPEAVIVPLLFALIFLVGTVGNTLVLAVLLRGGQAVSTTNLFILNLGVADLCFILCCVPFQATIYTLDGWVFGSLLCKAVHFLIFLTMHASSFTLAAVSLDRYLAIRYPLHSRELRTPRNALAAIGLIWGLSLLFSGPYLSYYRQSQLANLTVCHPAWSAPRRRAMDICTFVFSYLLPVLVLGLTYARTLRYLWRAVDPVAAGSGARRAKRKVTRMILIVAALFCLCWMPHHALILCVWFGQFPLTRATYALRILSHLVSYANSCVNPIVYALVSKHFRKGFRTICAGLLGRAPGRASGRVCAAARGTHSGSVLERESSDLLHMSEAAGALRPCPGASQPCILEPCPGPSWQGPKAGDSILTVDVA
MRP1 act = activators of MRP-1; H69AR cells + doxorubicin, viability rescue, CellTiter-Glo; viability increase, % at 10 µM; 140,000 compounds, 0.61% hits; AID 799;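 active means viability gain under doxorubicin at or above a set limit, the compound median plus 3 SD, cut at about 4.7% in these data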;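 further: MRP-1 overexpressing cells given doxorubicin 25 µM after compound pretreatment; 18-22 h compound pretreatment then 72 h with doxorubicin before readout; 0% = doxorubicin-only wells and 100% = vehicle-treated cells without doxorubicin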
bCat KO growth = beta-catenin-lacking colon tumor cell growth suppression | HCT116 beta-catenin knockout viability, CellTiter-Glo, 60 h; stronger effect = lower value | viability, % at 10 µM | 140,000 compounds, 1.5% hits | AID 818;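 active means viability at or under a set limit, the compound median less 4 SD, cut at about 6% in these data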;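 further: 0% = Hyamine 1622 control at 20 µM and 100% = untreated cell control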
Yeast lifespan up = yeast lifespan extension. S. cerevisiae growth with nicotinamide, OD615; deaD strain in restrictive glucose medium. 130,000 compounds, 0.68% hits. inhibition of the nicotinamide effect, % at 10 µM;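 active means inhibition above a set limit, placed 3 SD over the median of all compounds, cut at about 26% in these data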;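 further: 0% = nicotinamide-treated wells and 100% = cells grown without nicotinamide; some compounds called inactive have numbers as strong as hits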
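assay system = DeaD-strain S. cerevisiae | buffer or medium = restrictive glucose medium | reagent = 1.5 mM nicotinamide | compound = 10 µM single point, 0.25% DMSO | incubation = 48 h compound exposure at 30 °C, humidified | signal = OD615 measurement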
HCT116 PTEN-null = suppresses growth of cells with PTEN deletion | 140,000 compounds, 1.2% hits | AID 827 | viability, % at 10 µM | HCT116 PTEN-null viability, CellTiter-Glo, 60 h; stronger effect = lower value;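 active means viability at or below a set limit, 4 SD under the median of all tested compounds, cut at about 3.7% in these data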;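 further: PTEN knockout HCT116 line with beta catenin targeted HCT116 as companion control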
Yeast growth inh = reduces growth of yeast BB579 in restrictive medium; AID 804; 140,000 compounds, 0.51% hits; inhibition, % at 10 µM; S. cerevisiae BB579 growth, OD615, 48 h;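 active means inhibition above a set limit, 3 SD over the mean compound inhibition, cut at about 44% in these data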; further: inactives centre near -24
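Assay system: S. cerevisiae DeaD strain BB579 yeast. Medium: CSMM-D restrictive synthetic medium containing dextrose (glucose). Times: 4 h cell preincubation, 48 h compound exposure, 30 °C humidified. Signal: OD615 turbidity measurement. Benchmarks: positive control amphotericin B 10 µg/mL.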
NPY Y2 blocker = antagonists of human neuropeptide Y receptor Y2 | NPY-Y2 expressing cells, antagonist mode | AID 793 | inhibition, % at 2.7 µM | 140,000 compounds, 0.99% hits | P49146; in the data active means inhibition above about 17%;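 further: 0% = vehicle with agonist challenge and 100% = reference antagonist with challenge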
Target sequence (P49146 whole entry, looked up): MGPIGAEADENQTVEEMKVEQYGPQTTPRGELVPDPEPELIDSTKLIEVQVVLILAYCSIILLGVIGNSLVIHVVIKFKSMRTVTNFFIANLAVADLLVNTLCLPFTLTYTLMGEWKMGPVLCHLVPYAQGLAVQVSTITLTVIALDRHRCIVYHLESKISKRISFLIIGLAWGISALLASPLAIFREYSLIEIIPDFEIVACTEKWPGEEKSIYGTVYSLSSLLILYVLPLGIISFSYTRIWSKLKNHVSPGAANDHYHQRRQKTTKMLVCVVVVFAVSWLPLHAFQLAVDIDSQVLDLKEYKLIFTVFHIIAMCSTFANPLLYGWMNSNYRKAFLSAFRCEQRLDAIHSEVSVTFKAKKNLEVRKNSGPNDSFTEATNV
Measles CPE = protection of cells from measles virus; protection (pct of control), % at 4 µM; Measles virus-infected cells, CPE protection, absorbance; 140,000 compounds, 1.5% hits; AID 841; in the data active means protection mostly above about 24%, no sharp cut-off; inactive means mostly below about 26%; further: some compounds called inactive have numbers as strong as hits
Phagocyt inh = inhibitors of macrophage phagocytosis; inhibition, % at 5 µM; 110,000 compounds, 0.07% hits; J774A.1 macrophage IgG-bead phagocytosis, imaging;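 active means inhibition above the mean of the plate negative controls plus 5 SD, cut at about 13% in these data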;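 further: phagocytic index as fraction of beads internalized from green versus red external bead signal; plate controls were DMSO negative control for no effect and cytochalasin-D positive control for full effect; some results beyond the cut were filed as inactive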
* = called active by the depositor.

Screening O=C(N/N=C1\C2CN3CCN(C2)CC1(c1ccccc1)C3)c1ccc(F)cc1 returned GALR2 antag 10, MRP1 act -0.4, bCat KO growth 94, Yeast lifespan up 6, HCT116 PTEN-null 98, Yeast growth inh -25, NPY Y2 blocker 0, Measles CPE 13 and Phagocyt inh -1.
`CCOC(=O)/C(=N/Nc1ccc(Cl)cc1)S(=O)(=O)c1ccccc1` gave E-sel TNF inh -4, GALR2 antag 13, MRP1 act -0.7, bCat KO growth 44, Yeast lifespan up 8, HCT116 PTEN-null 72, Yeast growth inh -56, NPY Y2 blocker 8, Measles CPE 5 and Phagocyt inh -1.
C=CCOC(=O)C1=C(C)NC(C)=C(C(=O)OCC=C)C1c1cccs1 was read as E-sel TNF inh -66, GALR2 antag -1, MRP1 act -1.3, bCat KO growth 75, Yeast lifespan up -6, HCT116 PTEN-null 78, Yeast growth inh -49, NPY Y2 blocker 9, Measles CPE 5 and Phagocyt inh -1.
Screening O=C(NC1CCCCCCC1)C1c2ccccc2C(=O)N1Cc1cccs1 (configuration not stated) returned GALR2 antag -5, MRP1 act -1.4, bCat KO growth 79, Yeast lifespan up 4, HCT116 PTEN-null 77, Yeast growth inh -7, NPY Y2 blocker 31*, Measles CPE 17 and Phagocyt inh -11.
`O=C(Cc1ccccc1)Nc1ccccc1Oc1ccccc1` gave E-sel TNF inh 11, GALR2 antag -5, MRP1 act 8.1*, bCat KO growth 80, Yeast lifespan up -3, HCT116 PTEN-null 90, Yeast growth inh -22, NPY Y2 blocker 5, Measles CPE 4 and Phagocyt inh -3.
For CCCCCCCN(C(=O)CCl)c1cccc(C)c1 the results were GALR2 antag 11, MRP1 act -6.0, bCat KO growth 70, Yeast lifespan up 6, HCT116 PTEN-null 67, Yeast growth inh -15, NPY Y2 blocker 6, Measles CPE 0 and Phagocyt inh -12.
Screening Cc1cc(C)c2c(=O)n(CC(=O)N3CCC(N4CCCCC4)CC3)sc2n1 returned E-sel TNF inh 13, GALR2 antag 3, MRP1 act -3.7, bCat KO growth 1.8*, Yeast lifespan up -7, HCT116 PTEN-null 1.9*, Yeast growth inh -50, NPY Y2 blocker 2, Measles CPE 11 and Phagocyt inh 0.
`CCOc1ccc(C(C)NC(=O)Cc2ccccc2)cc1OCC` (configuration not stated) gave E-sel TNF inh 0, GALR2 antag 1, MRP1 act -0.3, bCat KO growth 93, Yeast lifespan up 0, HCT116 PTEN-null 101, Yeast growth inh 5, NPY Y2 blocker 1, Measles CPE 8 and Phagocyt inh 0.
CCC1(C)Cc2c(sc3nc4n(c(=O)c23)CCS4)CO1 (configuration not stated) was read as E-sel TNF inh -12, GALR2 antag -5, MRP1 act 0.2, bCat KO growth 99, Yeast lifespan up -3, HCT116 PTEN-null 104, Yeast growth inh -31, NPY Y2 blocker 2, Measles CPE 2 and Phagocyt inh -1.
CCSC1=C(C#N)C(c2ccc3c(c2)OCO3)C2=C(CCCC2=O)N1 (configuration not stated) was read as E-sel TNF inh -8, GALR2 antag -16, MRP1 act -3.2, bCat KO growth 100, Yeast lifespan up -9, HCT116 PTEN-null 94, Yeast growth inh -8, NPY Y2 blocker -3, Measles CPE 60 and Phagocyt inh -1.
COC(=O)CN1C(=O)S/C(=C/c2cc(C)n(C)c2C)C1=O was read as E-sel TNF inh -19, GALR2 antag 2, MRP1 act 1.3, bCat KO growth 108, Yeast lifespan up -12, HCT116 PTEN-null 102, Yeast growth inh -42, NPY Y2 blocker 4 and Measles CPE 4.
CC(Sc1nc2ccccc2[nH]1)C(=O)O (configuration not stated) was read as E-sel TNF inh -6, GALR2 antag -19, MRP1 act 0.1, bCat KO growth 103, Yeast lifespan up -5, HCT116 PTEN-null 108, Yeast growth inh -38, NPY Y2 blocker 1, Measles CPE 21 and Phagocyt inh 0.
O=C(CN1CC(c2ccccc2)CC1=O)OCc1ccccc1F (configuration not stated) was read as E-sel TNF inh -12, GALR2 antag 8, MRP1 act -1.9, bCat KO growth 92, Yeast lifespan up -1, HCT116 PTEN-null 101, Yeast growth inh -14, NPY Y2 blocker 3, Measles CPE 14 and Phagocyt inh 2.
`O=C1C2C3C=CC(C4CC34)C2C(=O)N1/N=C/c1ccc(-c2ccc(F)cc2[N+](=O)[O-])o1` (configuration not stated) gave E-sel TNF inh 8, GALR2 antag -3, MRP1 act -3.0, bCat KO growth 68, Yeast lifespan up -5, HCT116 PTEN-null 69, Yeast growth inh -24, NPY Y2 blocker 3, Measles CPE 4 and Phagocyt inh -1.
`Fc1ccc(-c2csc3ncnc(N4CCc5ccccc5C4)c23)cc1` gave E-sel TNF inh 2, GALR2 antag 3, MRP1 act -3.3, bCat KO growth 51, Yeast lifespan up -2, HCT116 PTEN-null 52, Yeast growth inh -58, NPY Y2 blocker 13, Measles CPE 6 and Phagocyt inh 0.
Screening O=C(CSc1ncnc2nc[nH]c12)Nc1ccccc1C(F)(F)F returned E-sel TNF inh 76*, GALR2 antag -3, MRP1 act -0.6, bCat KO growth 90, Yeast lifespan up -5, HCT116 PTEN-null 89, Yeast growth inh -40, NPY Y2 blocker 5 and Phagocyt inh -2.
`COCCNC(=O)COc1cccc(Oc2ccccc2)c1` gave E-sel TNF inh -14, GALR2 antag 2, MRP1 act -1.8, bCat KO growth 85, Yeast lifespan up -29, HCT116 PTEN-null 86, Yeast growth inh -40, NPY Y2 blocker 1 and Measles CPE 6.
For Cc1ccc(CNCc2cc3c(C(C)(C)C)nn(-c4ccccc4)c3[nH]c2=O)cc1 the results were E-sel TNF inh 2, GALR2 antag -6, MRP1 act -5.1, bCat KO growth 3.7*, Yeast lifespan up -9, HCT116 PTEN-null 5, Yeast growth inh 4, NPY Y2 blocker 4, Measles CPE 29 and Phagocyt inh -2.
For Cc1cccc(/C=N/n2c(-c3cc(-c4ccccc4)n[nH]3)n[nH]c2=S)c1 the results were GALR2 antag 4, MRP1 act 1.8, bCat KO growth 91, Yeast lifespan up 1, HCT116 PTEN-null 92, Yeast growth inh -20, NPY Y2 blocker 3, Measles CPE 34 and Phagocyt inh -12.
CCOc1ccc(N=C(NC#N)SCC)cc1 was read as E-sel TNF inh 7, GALR2 antag -1, MRP1 act -1.0, bCat KO growth 89, HCT116 PTEN-null 97, Yeast growth inh -20, NPY Y2 blocker 2 and Measles CPE 7.

4 entries already listed, arranged by heavy-atom count, ascending.
COC(=O)CN1C(=O)S/C(=C/c2cc(C)n(C)c2C)C1=O was read as E-sel TNF inh -19, GALR2 antag 2, MRP1 act 1.3, bCat KO growth 108, Yeast lifespan up -12, HCT116 PTEN-null 102, Yeast growth inh -42, NPY Y2 blocker 4 and Measles CPE 4.
For Cc1cccc(/C=N/n2c(-c3cc(-c4ccccc4)n[nH]3)n[nH]c2=S)c1 the results were GALR2 antag 4, MRP1 act 1.8, bCat KO growth 91, Yeast lifespan up 1, HCT116 PTEN-null 92, Yeast growth inh -20, NPY Y2 blocker 3, Measles CPE 34 and Phagocyt inh -12.
For Cc1ccc(CNCc2cc3c(C(C)(C)C)nn(-c4ccccc4)c3[nH]c2=O)cc1 the results were E-sel TNF inh 2, GALR2 antag -6, MRP1 act -5.1, bCat KO growth 3.7*, Yeast lifespan up -9, HCT116 PTEN-null 5, Yeast growth inh 4, NPY Y2 blocker 4, Measles CPE 29 and Phagocyt inh -2.
`O=C1C2C3C=CC(C4CC34)C2C(=O)N1/N=C/c1ccc(-c2ccc(F)cc2[N+](=O)[O-])o1` (configuration not stated) gave E-sel TNF inh 8, GALR2 antag -3, MRP1 act -3.0, bCat KO growth 68, Yeast lifespan up -5, HCT116 PTEN-null 69, Yeast growth inh -24, NPY Y2 blocker 3, Measles CPE 4 and Phagocyt inh -1.

Additional entries:
Cc1ccc(C2(CCNS(=O)(=O)c3ccc(C)cc3)CCOC(C(C)C)C2)cc1 (configuration not stated) was read as GALR2 antag -7, MRP1 act -3.9, bCat KO growth 76, Yeast lifespan up 2, HCT116 PTEN-null 84, Yeast growth inh -25, NPY Y2 blocker 4, Measles CPE 3 and Phagocyt inh -5.
For CC(C)C1S/C(=N/N=C/c2cccs2)NC1=O (configuration not stated) the results were E-sel TNF inh 10, GALR2 antag 1, MRP1 act -0.6, bCat KO growth 95, Yeast lifespan up -1, HCT116 PTEN-null 93, Yeast growth inh -3, NPY Y2 blocker 0 and Measles CPE 3.
`Cc1nnc(SCc2nc3ccccc3nc2C)s1` gave E-sel TNF inh -8, GALR2 antag -8, MRP1 act -0.7, bCat KO growth 102, Yeast lifespan up -10, HCT116 PTEN-null 89, Yeast growth inh -37, NPY Y2 blocker 5, Measles CPE 1 and Phagocyt inh 0.
`Cc1cc(=O)n2[nH]c(C(=O)O)nc2n1` gave E-sel TNF inh 46, GALR2 antag -6, MRP1 act -1.4, bCat KO growth 99, Yeast lifespan up -26, HCT116 PTEN-null 95, Yeast growth inh 8, NPY Y2 blocker 1, Measles CPE 2 and Phagocyt inh -2.
For CC(C)Cc1nc2oc3c(NCC4CCCO4)ncnc3c2c2c1CCC2 (configuration not stated) the results were GALR2 antag 8, MRP1 act -2.0, bCat KO growth 55, Yeast lifespan up -8, HCT116 PTEN-null 50, Yeast growth inh 18, NPY Y2 blocker 3, Measles CPE 20 and Phagocyt inh -1.
Screening CCOC(=O)c1cn(-c2nc(-c3ccc(Cl)cc3)cs2)c2c(F)c(N3CC(C)OC(C)C3)c(F)cc2c1=O (configuration not stated) returned E-sel TNF inh -14, GALR2 antag -1, MRP1 act -3.5, bCat KO growth 96, Yeast lifespan up -18, HCT116 PTEN-null 87, Yeast growth inh -56, NPY Y2 blocker 5 and Measles CPE 26.
Screening CN(/N=C/c1ccncc1)c1cnn(-c2ccc(F)c(Cl)c2)c(=O)c1Cl returned GALR2 antag 7, MRP1 act -0.6, bCat KO growth 91, Yeast lifespan up -13, HCT116 PTEN-null 90, Yeast growth inh -7, NPY Y2 blocker 3, Measles CPE 10 and Phagocyt inh 2.
`CCC(C)(C)n1nnnc1CN(Cc1cc2cc(OC)ccc2[nH]c1=O)C1CCCC1` gave E-sel TNF inh -43, GALR2 antag -15, MRP1 act -3.1, bCat KO growth 92, Yeast lifespan up -6, HCT116 PTEN-null 77, Yeast growth inh -14, NPY Y2 blocker 8, Measles CPE 19 and Phagocyt inh -1.
For Clc1ccc(OCCN2CCOCC2)cc1Cl the results were E-sel TNF inh 2, GALR2 antag -5, MRP1 act 2.3, bCat KO growth 97, Yeast lifespan up 2, HCT116 PTEN-null 103, Yeast growth inh -8, NPY Y2 blocker 1, Measles CPE 12 and Phagocyt inh 4.
CSc1nc2ccc3nc(NC(=O)c4ccccc4)sc3c2s1 was read as E-sel TNF inh -7, GALR2 antag -3, MRP1 act -2.2, bCat KO growth 90, Yeast lifespan up -12, HCT116 PTEN-null 80, Yeast growth inh -13, NPY Y2 blocker 1 and Measles CPE 4.
